Luc counter – counter-screen: inhibitors of Kinase-Glo firefly luciferase | Q27757 | Kinase-Glo luciferase, ATP luminescence, 8 min | Potency, µM (titrated, usually from 38.3 µM), inactives show at the top dose activity change, negative = inhibition, usual class: inhibitors | actives 0.28% (n = 200,000); further: potency means the concentration at half of the fitted maximal effect; on the % scale 0 is the no-effect control and ±100 the full control effect; nearly all actives have a fitted effect of over 60% in size
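Luminescence was the read-out, taken after 8-minute incubation at ambient temperature. Luciferase turned over luciferin with 10 uM ATP in imidazole pH 7.2 buffer containing KCl, MgCl2, Tween 20 and BSA.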
NPSR antag – blocks cAMP signaling of the human neuropeptide S receptor; CHO-NPSR cells, cAMP TR-FRET, antagonist mode; Q6W5P4; actives 1% (n = 220,000); Potency, µM (top dose mostly 38.3 µM), for inactives: at the highest dose activity change, negative = inhibition, usual class: inhibitors; AID 1461; further: potency means the concentration at half of the fitted maximal effect; on the % scale 0 is the no-effect control and ±100 the full control effect; nearly all actives have a fitted effect of over 50% in size; many of its hits are not listed in these tables
Epigenetic derep – regulators of epigenetic silencing causing reporter derepression in mouse cells | murine LDR cells, GFP reporter derepression, 30 h | Potency, µM (series often up to 53.9 µM), for inactives: at the highest dose GFP activation, hits mostly activators | actives 0.2% (n = 280,000) | AID 1865; further: potency means the concentration at half of the fitted maximal effect; % of control where 0% means no effect; nearly all actives have a fitted effect of over 60% in size
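Murine LDR cells carrying a silenced, genomically integrated CMV-driven GFP reporter were exposed to compound for 30 hours at 37 C. After PBS washes, GFP-positive cells (20–120 um objects) were counted by laser-scanning microplate cytometry.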
GLA spleen mod – alpha-galactosidase A (human) modulation; AID 2107; human spleen homogenate, 4MU-alpha-Gal fluorescence, 40 min; P06280; Potency, µM (highest dose often 80 µM), for inactives: top-dose activity change, negative = inhibition, actives largely listed as inhibitors; actives 0.008% (n = 240,000);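 further: potency means the concentration at half of the fitted maximal effect; 0% = enzyme with vehicle and -100% = no enzyme basal signal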
Target sequence (P06280 32-429 limits assumed): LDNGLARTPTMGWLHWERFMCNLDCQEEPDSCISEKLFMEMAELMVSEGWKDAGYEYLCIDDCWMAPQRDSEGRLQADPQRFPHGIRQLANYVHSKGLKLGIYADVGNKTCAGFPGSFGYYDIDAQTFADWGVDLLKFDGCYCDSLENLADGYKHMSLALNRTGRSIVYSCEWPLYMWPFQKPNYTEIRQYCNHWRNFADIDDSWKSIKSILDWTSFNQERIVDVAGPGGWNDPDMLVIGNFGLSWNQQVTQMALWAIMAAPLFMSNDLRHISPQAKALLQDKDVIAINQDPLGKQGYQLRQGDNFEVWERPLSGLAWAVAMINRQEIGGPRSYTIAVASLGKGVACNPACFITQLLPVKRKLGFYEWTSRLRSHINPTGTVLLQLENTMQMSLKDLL
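Human spleen homogenate (1 ug) as enzyme source, 4-methylumbelliferyl-alpha-D-galactopyranoside 1 mM final, citrate/phosphate pH 5.0 with 0.01% Tween-20. Compounds 40 min at 37C, NaOH/glycine stop; fluorescence Ex 365/Em 440, Hill-fit AC50.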
IMPase Li cell – cell-permeable IMPase inhibitors with lithium potentiation | CHO-M1 cells, IP1 TR-FRET (IP-One), carbachol + lithium | Potency, µM (highest dose often 59.4 µM), for inactives: at the top dose activity, negative = IMPase inhibition, hits mostly inhibitors | actives 0.35% (n = 210,000);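 further: IP1 builds up when IMPase is blocked and the TR-FRET signal falls; potency means the concentration at half of the fitted maximal effect; plate controls were basal vehicle for no effect and high inhibitor control for full effect; nearly all actives have a fitted effect of over 50% in size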
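CHO cells stably expressing M1 receptor (2000/well, cultured 16–30 h) treated 30 min at 37C with compound plus low lithium. Cytosolic IP1 by TR-FRET (665/620 ratio and 620 channel) after 10 min lysis; AC50 by Hill fit.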
LMNA splice mod – changes lamin A minigene splicing in HeLa cells; HeLa LMNA splicing GFP/RFP minigene ratio, 48 h; Potency, µM (top dose mostly 46.1 µM), for inactives: top-dose ratio change, negative = inhibition, actives largely listed as inhibitors; actives 0.01% (n = 200,000); AID 1487; active means well fitted inhibition curve with a large enough effect in the signal ratio, with a control signal flat, not every such curve was filed as active; inconclusive means small, poorly fitted or top-dose-only effect, or effect the other way, or a change in a side signal; the % refers to the signal ratio; further: potency means the concentration at half of the fitted maximal effect; on the % scale 0 is the no-effect control and ±100 the full control effect
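Read-out is the ratio of GFP to DsRed2 object intensity, acquired by 488 nm laser-scanning cytometry on HeLa lamin A-EGFP minigene reporter cells. Compound incubation 48 hrs at 37 °C in Opti-MEM with 2% FBS; DMSO 0.5% final.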
CBFb-RUNX1 inh – blocks binding between human CBF-beta and RUNX1; AlphaScreen CBFb-His/RUNX1-biotin binding, biochemical; 230,000 tested, under 10 active; Potency, µM (doses to about 59.8 µM), inactives show at the top dose activity, negative = inhibition, actives largely listed as inhibitors; AID 1477; further: % of control where 0% means no effect
Target sequence (Q01196 whole entry, looked up): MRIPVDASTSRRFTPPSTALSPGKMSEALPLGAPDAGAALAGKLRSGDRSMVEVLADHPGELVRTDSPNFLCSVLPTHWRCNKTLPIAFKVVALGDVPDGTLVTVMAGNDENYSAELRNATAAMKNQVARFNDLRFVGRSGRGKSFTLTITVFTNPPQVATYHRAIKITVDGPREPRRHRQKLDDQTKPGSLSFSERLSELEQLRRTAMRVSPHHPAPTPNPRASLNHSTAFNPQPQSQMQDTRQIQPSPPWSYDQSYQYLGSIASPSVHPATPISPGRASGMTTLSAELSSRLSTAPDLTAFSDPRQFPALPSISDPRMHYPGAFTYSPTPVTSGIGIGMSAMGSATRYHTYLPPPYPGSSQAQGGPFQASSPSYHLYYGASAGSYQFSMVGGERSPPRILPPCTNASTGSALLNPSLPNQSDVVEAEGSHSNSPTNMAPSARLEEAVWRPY
Target sequence (Q13951 whole entry, looked up): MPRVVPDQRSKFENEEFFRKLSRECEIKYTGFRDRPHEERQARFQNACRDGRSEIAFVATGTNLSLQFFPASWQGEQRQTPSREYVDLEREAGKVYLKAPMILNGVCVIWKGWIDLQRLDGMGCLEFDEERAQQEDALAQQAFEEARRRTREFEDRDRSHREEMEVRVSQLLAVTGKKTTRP
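Proteins preincubated together for 20 min at RT before compound addition; 15 min later, nickel and streptavidin beads were added and left 90 min prior to AlphaScreen measurement.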
* marks the source's active call; other numbers are inactive results; ? = inconclusive; / = no result given; & = joins results of further samples; [ ] = dose if it differs, or a comment. Unless noted, the call rests on the fitted dose curve; in most records, active means well fitted curve in the direction sought with a large enough effect; inconclusive means small, poorly fitted or top-dose-only effect, or another doubt; inactive means no such curve, though single readings can be large; an effect the other way counts as inactive or inconclusive.

Screens in order – Luc counter	LMNA splice mod	GLA spleen mod	CBFb-RUNX1 inh	NPSR antag	Epigenetic derep	IMPase Li cell
COc1ccc(C(C(=O)NC2CCCC2)N(C(=O)c2ccoc2C)c2ccccc2)cc1 (stereo not given)
 : -1%	-14%	2%	-5%	-24%	1.0%	10%
O=C(CCc1nc(-c2ccccc2)c(-c2ccccc2)o1)OCc1ccc(Br)cc1
 : -7%	-5%	-4%	25%	-25%[46.1 µM]	0.7%	31%[activator][38.3 µM]
Cc1ccc(C)c(NC(=O)CS(=O)(=O)c2cccc3nsnc23)c1
 : 0%	-7%[46 µM]	-5%	-8%	-1%	-1.4%	3%
O=S(=O)(NCCCc1ccccc1)c1ccc(Cl)cc1
 : 2%	-12%	15%	10%	0%	-1.0%	5%
COc1cc(CN(C)C)cc(C=O)c1O
 : 0%	?	-1%	3%	-8%	1.1%	5%
COc1cc2c(cc1OC)C(c1cc([N+](=O)[O-])ccc1O)NCC2 (stereo not given)
 : -4%	/	15%	-10%	4%	0.0%	-4%
Cc1nc(N2CCOCC2)c2nc(-c3ccccc3)n(CCCN3CCOCC3)c2n1
 : -1%	/	-4%	11%	/	0.7%	-4%
Cc1ccccc1NC(=O)CCSc1nnnn1-c1ccccc1
 : -1%	-16%	2%	-4%	-23%[46.1 µM]	0.8%	-3%
O=C(O)c1cc(Cl)c2ccccc2c1O
 : 1%	1%	6%	-7%	12%[46.1 µM]	0.0%	-29%[38.3 µM]
Cc1c(C(=O)NCC2CCCO2)oc2ccc(S(=O)(=O)N3CC(C)CC(C)C3)cc12 (stereo not given)
 : 2%	-8%	12%	-4%	3%[46.1 µM]	-0.7%	40%[activator][38.3 µM]

Three structures already listed, arranged by formula weight, lowest first:
Screens in order – Luc counter	LMNA splice mod	GLA spleen mod	CBFb-RUNX1 inh	NPSR antag	Epigenetic derep	IMPase Li cell
O=C(O)c1cc(Cl)c2ccccc2c1O
 : 1%	1%	6%	-7%	12%[46.1 µM]	0.0%	-29%[38.3 µM]
Cc1nc(N2CCOCC2)c2nc(-c3ccccc3)n(CCCN3CCOCC3)c2n1
 : -1%	/	-4%	11%	/	0.7%	-4%
COc1ccc(C(C(=O)NC2CCCC2)N(C(=O)c2ccoc2C)c2ccccc2)cc1 (stereo not given)
 : -1%	-14%	2%	-5%	-24%	1.0%	10%

Quoted from the listing.
Epigenetic derep, Cc1c(C(=O)NCC2CCCO2)oc2ccc(S(=O)(=O)N3CC(C)CC(C)C3)cc12 (stereo not given) is entered as -0.7%
IMPase Li cell, COc1cc2c(cc1OC)C(c1cc([N+](=O)[O-])ccc1O)NCC2 (stereo not given) is entered as -4%
Luc counter, O=S(=O)(NCCCc1ccccc1)c1ccc(Cl)cc1 is entered as 2%

The list continues:
Screens in order – Luc counter	LMNA splice mod	GLA spleen mod	CBFb-RUNX1 inh	NPSR antag	Epigenetic derep	IMPase Li cell
O=C(Nc1ccc(CN2CCOCC2)cc1)c1ccc(-c2cccc(Cl)c2)o1
 : -7%	-12%	11%	-5%	-7%[46.1 µM]	7.6%	1%[38.3 µM]
CCC(=O)c1ccc(/C=C/c2nc3ccccc3n2C)o1
 : -25%	24%[46 µM]	25%	2%	-42%	-0.1%	?
CCCNC(=S)NNC(=O)c1cccs1
 : 3%	/	-1%	-1%	-8%	-0.6%	6%
CCn1c(CNC(=O)Cc2ccc(OC)cc2)nnc1SCCOc1ccccc1
 : -2%	-20%	-5%	-2%	6%[46.1 µM]	0.4%	-3%[38.3 µM]
CCOC(=O)C(NC(=O)NCc1ccccc1OC)(OCC)C(F)(F)F (stereo not given)
 : 2%	-4%	2%	0%	0%[46.1 µM]	0.0%	3%
CCn1cc(C(=O)OCC(=O)Nc2cc(S(=O)(=O)N(C)C)ccc2C)c(=O)c2ccc(C)nc21
 : -3%	-13%	-2%	4%	-11%[46.1 µM]	0.8%	9%[38.3 µM]
COc1cccc(CC(=O)Nc2cc(S(=O)(=O)N3CCOCC3)ccc2N2CCOCC2)c1
 : 1%	/	4%	-1%	-11%	-1.4%	-3%
CC(=O)NS(=O)(=O)c1ccc(NC(=O)C(Sc2ccccc2)c2ccccc2)cc1 (stereo not given)
 : 4%	-1%	-1%	13%	-8%[46.1 µM]	0.0%	-6%
CCC(=O)N1CCN(c2ccc(NC(=O)c3ccccc3)cc2)CC1
 : -2%	4%[46 µM]	-7%	0%	-10%	-1.7%	10%
COc1ccc(NS(=O)(=O)c2cccc(NC(=O)c3ccc(S(=O)(=O)N4CCCCCC4)cc3)c2)cc1
 : 1%	?	-6%	-4%	-18%	0.1%	11%
COc1ccc(-c2cc(C(F)(F)F)nc(SCC(=O)N(C)Cc3cn(C)nc3C)n2)cc1OC
 : -3%	3%	10%	1%	6%	-1.8%	-12%
O=C(CCC(=O)Nc1ccccc1)NNC(=O)COc1ccccc1
 : -3%	8%	4%	5%	13%	-1.8%	3%
Cc1ccc(OC(=O)c2ccc(C)c([N+](=O)[O-])c2)cn1
 : -1%	-9%[46 µM]	5%	-10%	12%	1.1%	4%
CC1CC(C)CN(S(=O)(=O)c2ccc(C(=O)NCc3ccco3)cc2)C1 (stereo not given)
 : 11%	/	3%	9%	-13%	-1.1%	9%
OCc1ccnc(Cl)c1
 : 0%	8%	-3%	1%	21%	1.1%	6%
C=CCOc1ccc(CNCCO)cc1OCC
 : 0%	?	-3%	13%	14%	3.2%	4%
COc1ccc(/C(N)=N/OC(=O)CCCc2ccccc2)cc1OC
 : -4%	?	-9%	?	0%	-1.3%	16%
O=C(O)c1cnc(N2CCOCC2)nc1
 : -1%	/	-8%	16%	5%	0.2%	-3%
CCCCCn1c(Br)nc2c1c(=O)n(CC(N)=O)c(=O)n2C
 : -4%	?	2%	0%	?	0.8%	4%[38.3 µM]
COc1ccc(C(=O)CSc2nnc3n2CCCN3C(=O)Nc2ccccc2)cc1
 : /	/	-7%	1%	33%	0.1%	/
CCOc1ccc(N(C(=O)CNS(=O)(=O)c2ccccc2)C(CC)C(=O)NCc2ccco2)cc1 (stereo not given)
 : 1%	10%[46 µM]	-3%	8%	-1%	-0.1%	-6%
COC(=O)N(NC(=O)C(O)(c1ccccc1)c1ccccc1)c1ccc(C)cc1
 : ?	-11%	3%	4%	-3%	0.0%	1%
Cn1c(C(=O)NC2CC2)cc2c(=O)n(C)c3ccccc3c21
 : -3%	-20%	1%	0%	-17%[46.1 µM]	-1.9%	7%[38.3 µM]
Cc1ccc2nc(NS(C)(=O)=O)sc2c1
 : 2%	?	-2%	-2%	5%	-2.9%	3%
CCOC(=O)c1cnn(CCOC(=O)c2ccccc2F)c1NC(=O)c1ccccc1F
 : -1%	?	5%	0%	23%	0.0%	2%
Cc1[nH]c(=O)[nH]c(=O)c1/C=C/C(=O)O
 : /	/	5%	8%	6%	-1.0%	/
O=C(O)CCN1C(=O)c2ccccc2C1=O
 : -3%	1%	2%	8%	0%[46.1 µM]	0.0%	10%[38.3 µM]
O=C1NC(c2ccccc2Cl)=N/C1=C/c1ccco1
 : /	/	2%	-12%	58%	1.3%	/
COc1ccccc1N1CCN(C[C@@H](C(=O)NC(C)(C)C)c2ccccc2)CC1
 : 3%	/	3%	-3%[21.7 µM]	/	-0.5%	32%[activator]
Cc1ccc(S(=O)(=O)N2CCC(=O)N(C(COCc3ccc(Cl)cc3Cl)Cc3ccccc3)CC2)cc1 (stereo not given)
 : 2%	7%	-1%	1%[2.36 µM]	-21%	4.0%	7%
C=CCn1c(C)cc(C(=O)CN2NS(=O)(=O)c3ccccc3C2=O)c1C
 : 3%	?	-9%	-11%	-4%	1.5%	10%
Cc1ccc(S(=O)(=O)N(C)C)cc1NC(=O)COC(=O)c1sc2cc(Cl)ccc2c1Cl
 : /	/	5%	3%	-12%	2.1%	/
COc1ccc(Oc2ncc3nc(-c4ccc(F)cc4)c(=O)n(CCC#N)c3n2)cc1
 : /	-6%	-20%	/	/	/	1%
CCOC(=O)c1cnn(-c2cc(Oc3cccc(C)c3)ncn2)c1N
 : -3%	-10%	-6%	5%	-10%[46.1 µM]	9.0%	34%[activator][38.3 µM]
COC(=O)[C@@H]1C[C@@H]2CC[C@@H](O)C[C@@H]2N1Cc1ccc(N2CCOCC2)cc1
 : -5%	/	-16%	-28%	/	4.5%	-8%
O=P(CCO)(c1ccccc1)c1ccccc1
 : 1%	?	9%	1%	7%	-2.2%[10.1 µM]	-2%
COc1ccc2cc(CN(Cc3ccco3)C(=S)NCC3CCCO3)c(=O)[nH]c2c1 (stereo not given)
 : 3%	?	12%	6%	-12%	2.4%	12%
COc1ccccc1NC(=S)N1CCC(NC(=O)NC23CC4CC(CC(C4)C2)C3)CC1
 : -3%	-7%	-3%	0%	-9%[46.1 µM]	2.3%	-2%[38.3 µM]
O=C(NC(=S)N1CCN(Cc2ccccc2)CC1)c1cccnc1
 : -2%	?	1%	2%	-1%	0.0%	1%
COc1ccc(N2C(=O)C3C(C2=O)C2C=CC3C23CC3)c(OC)c1 (stereo not given)
 : -2%	?	-1%	1%	5%[46.1 µM]	-1.0%	-8%[38.3 µM]
CSc1cccc(CN2CCN(CCC(C)C)C(CCO)C2)c1 (stereo not given)
 : 3%	/	-2%	-2%	11%	3.5%	11%
Cc1cccc(OCc2nnc(N)s2)c1
 : 3%	-3%	-6%	7%	6%[46.1 µM]	-1.0%	8%[38.3 µM]
CC(=O)N1CCC[C@@]2(CCN(C(=O)Nc3ccccc3)C2)C1
 : -1%	/	4%	/	/	/	3%
CC(C)CNC(=O)CC(=O)N/N=C/c1ccc(Br)cc1
 : -3%	-3%	11%	14%	?	-2.3%	7%[38.3 µM]
CC(C)(C)C(=O)COc1ccccc1[N+](=O)[O-]
 : 1%	?	1%	-3%	7%	-0.7%	3%
COc1ccc(CNc2ncnc3cc(OC)c(OC)cc23)cc1OC
 : /	/	1%	3%	10%	-1.2%	-9%
CCCCOC(=O)c1ccc(O)cc1
 : 13%	?	1%	3%[2.36 µM]	9%	0.2%	4%&27%&2%
CCCCn1c(-c2ccccc2)nnc1-c1ccccc1
 : 1%	-4%	14%	-7%	5%[46.1 µM]	-1.0%	22%[38.3 µM]
COc1ccc(C2=[N+]([O-])C(C)(C)C(c3ccccc3)=N2)cc1
 : 0%	/	-1%	-7%	-10%	-0.1%	7%

Screening results as filed in PubChem BioAssay.

This is a subset; count on the stated rates, not on these rows.
